Screening data deposited in PubChem BioAssay by several laboratories.
TROY signal inh = TROY signaling inhibition; 360,000 tested, 0.98% active; AID 1347056; inhibition, % at 10 µM; Q293 LMP1-TROYcd NF-kB luciferase reporter, 4 h;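 active = compounds whose plate-normalised and pattern-corrected inhibition of the luciferase reporter signal at the single screening dose is 50% or more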
SRC3 inh = inhibitors of human steroid receptor coactivator 3 (SRC3); Q9Y6Q9; HEK293 GAL4-SRC3 luciferase reporter, luminescence; inhibition, % at 3.6 µM; 360,000 tested, 0.17% active; AID 588352;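 active = inhibition above a per-campaign cutoff, the mean of all compounds plus 3 SD, cut at about 60% in these data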;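 also: 0% = DMSO-treated cells and 100% = gossypol-treated cells at 36 µM; higher means less SRC3-driven luciferase light from the GAL4 reporter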
NCOA1 inh = human NCOA1 inhibition | 360,000 tested, 0.12% active | inhibition, % at 3.6 µM | Q15788 | AID 588354 | HEK293 GAL4-SRC1 luciferase reporter, luminescence;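 active = inhibition above the campaign mean plus 3 SD, with each screening campaign given its own cutoff, cut at about 60% in these data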;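 also: 0% = DMSO treated cells and 100% = gossypol at 36 µM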
NR2F2 inh = inhibitors of human COUP-TFII (NR2F2); P24468; HEK293T NGFI-A luciferase reporter, luminescence; inhibition, % at 8.6 µM; 370,000 tested, 0.7% active; AID 686940;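 active = inhibition above a per-plate cutoff, mean inhibition of test wells between control levels plus 3 SD, cut at about 38% in these data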;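 also: cells cotransfected with COUP-TFII expression vector driving the NGFI-A reporter; 0% = median of COUP-TF2 test wells and 100% = reporter-only cells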
NOD2 RIPK2 PPI = blocks binding of human NOD2 to RIPK2. CHO BLA complementation NOD2-RIPK2, CCF4 ratio. 360,000 tested, 0.38% active. inhibition, % at 4.98 µM. AID 624267. O43353; in the data active = inhibition above about 21%;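 also: 0% = vehicle only and 100% = reference blocker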
TWEAK-Fn14 inh = TWEAK-Fn14 signaling inhibition. AID 1159606. TWEAK-stimulated Fn14 reporter cells, luciferase luminescence, 8 h. 360,000 tested, 2% active. inhibition, % at 10 µM; in the data active = inhibition above about 50%
Exocytosis inh = lytic granule exocytosis inhibition. TALL-104 LAMP-1 surface exposure, flow cytometry; cells stimulated with thapsigargin and PMA. inhibition, % at 10 µM. 360,000 tested, 0.66% active;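 active = inhibition above about 55%, limit read from the data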
TLR9-MyD88 block = blocks human TLR9 binding to MyD88; Q9NR96+Q99836; CHO BLA complementation TLR9-MyD88, CCF4 FRET ratio; inhibition, % at 4.98 µM; 340,000 tested, 0.21% active; AID 504734;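 active = inhibition above the mean over all tested compounds plus 3 SD, cut at about 21% in these data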;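 also: 0% = DMSO only wells and 100% = clavulanate BLA inhibitor control wells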
LRH-1 inv ag = inverse agonists of human LRH-1 (NR5A2); O00482; HEK293T StAR-luciferase reporter, LRH-1 transfected, 24 h; inhibition, % at 3.6 µM; 360,000 tested, 0.13% active; AID 602396;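 active = inhibition above the mean inhibition of all tested compounds plus 3 SD, cut at about 73% in these data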;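 also: 0% = DMSO wells and 100% = reporter-only cells lacking LRH-1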
ABHD5 PLIN5 PPI = inhibitors of human ABHD5-perilipin-5 interaction | AID 602281 | Split G. princeps luciferase complementation, luminescence, 4 h | inhibition, % at 4 µM | Q00G26+Q8WTS1 | 360,000 tested, 0.78% active;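 active = inhibition above the mean inhibition across every tested compound plus 3 SD, cut at about 22% in these data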;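 also: 0% = DMSO only wells and the 100% control is not disclosed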
Target sequence (Q00G26 whole entry, looked up): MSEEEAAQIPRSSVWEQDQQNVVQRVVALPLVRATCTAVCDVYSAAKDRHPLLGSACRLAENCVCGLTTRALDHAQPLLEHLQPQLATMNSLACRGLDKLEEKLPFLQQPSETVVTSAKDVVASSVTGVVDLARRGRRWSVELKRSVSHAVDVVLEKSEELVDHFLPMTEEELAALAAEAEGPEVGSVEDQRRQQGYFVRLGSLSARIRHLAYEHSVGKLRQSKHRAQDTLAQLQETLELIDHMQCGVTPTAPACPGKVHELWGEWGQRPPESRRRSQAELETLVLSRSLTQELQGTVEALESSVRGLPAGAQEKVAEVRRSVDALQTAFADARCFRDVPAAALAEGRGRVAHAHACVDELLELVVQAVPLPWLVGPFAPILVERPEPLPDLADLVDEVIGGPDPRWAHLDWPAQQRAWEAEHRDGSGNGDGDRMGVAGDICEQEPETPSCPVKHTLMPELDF
Target sequence (Q8WTS1 whole entry, looked up): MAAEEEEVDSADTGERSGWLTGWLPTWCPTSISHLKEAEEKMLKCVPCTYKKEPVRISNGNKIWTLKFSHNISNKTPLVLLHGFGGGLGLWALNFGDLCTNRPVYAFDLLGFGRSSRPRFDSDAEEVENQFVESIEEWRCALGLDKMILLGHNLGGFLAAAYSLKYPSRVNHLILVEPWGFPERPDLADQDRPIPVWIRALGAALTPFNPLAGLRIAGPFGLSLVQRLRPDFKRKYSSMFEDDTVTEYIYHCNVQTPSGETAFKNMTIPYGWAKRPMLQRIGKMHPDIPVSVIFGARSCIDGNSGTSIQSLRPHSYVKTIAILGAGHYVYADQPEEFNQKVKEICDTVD
NCOA2 inhibitor = human SRC2 (NCOA2) inhibition | HEK293 GAL4-SRC2 luciferase reporter, luminescence | Q15596 | 370,000 tested, 0.17% active | inhibition, % at 9 µM;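 active = inhibition above the mean inhibition of all tested compounds plus 3 SD, set per campaign, cut at about 52% in these data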;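 also: 0% = DMSO treated cells and 100% = cells given Gossypol at 36 µM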
The depositor's hits bear a star; nt = no result given; & = joins results of further samples. These rows are one share of the data; count on the stated rates, not on these rows.

SMILES	TROY signal inh	SRC3 inh	NCOA1 inh	NR2F2 inh	NOD2 RIPK2 PPI	TWEAK-Fn14 inh	Exocytosis inh	TLR9-MyD88 block	LRH-1 inv ag	ABHD5 PLIN5 PPI	NCOA2 inhibitor
CC(C)NC(=O)C1(S(=O)(=O)c2ccccc2)CC=CC1	2	1	-2	-2	-16	14	6	3	12	-3	-17
O=C(CN1CCN(Cc2ccc3c(c2)OCO3)CC1)Nc1ccc(N2CCOCC2)cc1	9	6	-17	-10	-3	-27	0	1	-6	0	2
CCOC(=O)c1cc2c(C)[nH]c(C)c2cc(C(=O)OCC)c1=O	28	-8	1	12	-5	4	-1	nt	16	-3	2
CCOC(=O)C1CCN(C(=O)CSc2nc3ncccc3[nH]2)CC1	6	-10	-1	6	4	-4	-4	11	-6	0	-1
COc1cccc(-n2nnc3c(=O)n(CC(=O)Nc4cc(C)on4)cnc32)c1	38	6	-11	13	-11	0	2	4	-1	2	-2
N#C/C(C(=O)NCc1ccco1)=C1/SC=C(c2ccccc2)N1c1ccccc1	12	8	8	19	2	32	2	-17	4	-5	22
CSc1ccccc1C(=O)N1CCCCC1	5	16	-6	13	-6	13	1	-7	4	-4	-5
CCCC(=O)OCC(=O)Nc1ccc2c(c1)OCO2	-12	4	2	10	1	-32	0	2	28	1	-3
CCC1=C(OC(=O)N(CC)CC)N2C(=O)OC(=NCc3ccccc3)[C@]2(C)[C@H]2C1=CC[C@H]1C(=O)NC(=O)[C@H]12	-7	-48	7	-4	-8	2	1	-6	3	-4	4
Cc1cccc2cc(C#N)c(N3CCN(C)CC3)nc12	-3	-13	-30	7	2	-13	2	-4	14	-5	-16
COc1cccc(Cn2nnc(C(=O)Nc3cc(C)ccc3OC)c2N)c1	4	-7	-5	nt	1	-11	-5	4	12	-4	nt
CCN1CCSc2ccc(C(=O)NCc3ccc(OC(C)C)cc3)cc21	-3	-17	3	-6	-26	-6	-4	-9	-31	1	-2
COc1cc(NC(=O)c2cc3nc(C4CC4)cc(C(F)(F)F)n3n2)c(OC)cc1Cl	-4	-4	-5	17	-5	-21	8	-9	-7	-5	-16
Cc1ccc(C(=O)CSc2nnc3ccccn23)c(C)c1	21	-56	-117	-79	-6	64*	5	-10	-151	8	-30
Cc1[nH]c(=O)c(S(=O)(=O)c2ccccc2)c(C)c1Cl	8	-7	3	5	1	13	-6	1	6	6	25
Cc1cc(Nc2ccccc2)nn1C(=O)c1ccc(Br)cc1	nt	-4	-24	-12	-3	53*	-1	-4	-18	-14	-14
CC(=O)N=c1sccn1CC(O)c1ccccc1 (stereo unspecified)	-7	15	3	12	-2	13	5	1	-1	2	-7
CC(=O)Nc1ccc(N/C(N)=N/c2nc(C)cc(C)n2)cc1	6	15	-11	-7	1	-8	0	-1	24	6	-3
CC(C)NC(=O)NNC(=O)c1nn(-c2ccc(F)cc2)ccc1=O	6	15	-8	1	-2	-13	-4	-6	-12	-6	1
O=Cc1c(NCc2ccccc2Cl)c2ccccc2[nH]c1=O	-1	-8	5	15	6	-14	-6	-4	1	8	0
COc1ccc(-n2cnc3ccccc3c2=O)c([N+](=O)[O-])c1	1	2	-17	4	-1	7	-1	-7	11	0	7
COc1cc(CO)ccc1OCc1ccc(Cl)nc1	-27	-39	-73	-14	-3	-9	-2	-5	-81	-7	-71
Cc1c(CCOC(=O)CC23CC4CC(CC(C4)C2)C3)sc[n+]1Cc1ccccc1	13	28	5	21	-6	-19	-3	-10	3	16	14
O=C(c1ccccc1)N1CCN(c2ccccc2)CC1	-17	17	8	8	-15	-15	3	-15	-10	6	0
COCCn1c(SCc2cccc([N+](=O)[O-])c2)nc2ccccc2c1=O	9	-11	6	19	-9	9	32	-1	-21	2	5

Some of these compounds in order of formula weight, falling.
SMILES	TROY signal inh	SRC3 inh	NCOA1 inh	NR2F2 inh	NOD2 RIPK2 PPI	TWEAK-Fn14 inh	Exocytosis inh	TLR9-MyD88 block	LRH-1 inv ag	ABHD5 PLIN5 PPI	NCOA2 inhibitor
CC(C)NC(=O)NNC(=O)c1nn(-c2ccc(F)cc2)ccc1=O	6	15	-8	1	-2	-13	-4	-6	-12	-6	1
COc1cc(CO)ccc1OCc1ccc(Cl)nc1	-27	-39	-73	-14	-3	-9	-2	-5	-81	-7	-71
CC(=O)N=c1sccn1CC(O)c1ccccc1 (stereo unspecified)	-7	15	3	12	-2	13	5	1	-1	2	-7

Remaining list, next part
SMILES	TROY signal inh	SRC3 inh	NCOA1 inh	NR2F2 inh	NOD2 RIPK2 PPI	TWEAK-Fn14 inh	Exocytosis inh	TLR9-MyD88 block	LRH-1 inv ag	ABHD5 PLIN5 PPI	NCOA2 inhibitor
Cc1ccc(/C=N/NC(=O)c2ccoc2C)s1	-14	-79	-120	-47	-12	23	2	-2	-90	-8	-68
NC(=O)CC(NC(=O)Cc1cccc2ccccc12)c1ccc(NCCc2ccc(F)cc2)c([N+](=O)[O-])c1 (stereo unspecified)	12	3	1	-9	-3	-8	-2	3	12	-3	-3
CCCC(C)C(=O)Nc1nc(C)c(-c2csc(Nc3ccccc3OC)n2)s1 (stereo unspecified)	-8	9	2	1	-12	-16	4	-2	14	-12	10
O=C(Nc1ccc2c(c1)CCC2)c1ccccc1	-40	-91	-121	-39	4	25	-1	-4	-120	-5	-39
Cc1ccc(NS(=O)(=O)c2ccc3c(c2)CC(=O)N3)cc1F	12	7	-16	3	8	10	-2	-9	4	-6	11
C/C(N)=C(/C#N)C(=O)CSc1nnc(Nc2cccc(C)c2C)s1	-47&-56	-31&-32	-46&-50	-36&-48	1&3	-10&-15	6&-1	-7&9	-32&-38	-3&0	-65&-24
CC(=O)Nc1ccc(-c2sc(Nc3cccc4ccccc34)n[n+]2-c2ccccc2)cc1	-16	8	-3	-7	-9	4	-3	-2	17	-13	16
Cc1nnc(N2C(=O)C(=O)/C(=C(/O)c3ccc4c(c3)CC(C)O4)C2c2ccccc2F)s1 (stereo unspecified)	36	9	-2	8	1	26	-1	5	-21	-4	-5
COc1ccc(C(=O)N=c2sc3c(C)ccc(OC)c3n2C)cc1OC	7	-16	-58	-45	0	-23	-6	4	-36	16	-36
Cc1nn(C(C)(C)C)c(C)c1/C=N/OC(=O)Nc1ccc(Cl)cc1	82*	93*	93*	99*	-10	103*	-2	-2	94*	-1	91*
C[C@H](CO)N1C[C@H](C)[C@H](CN(C)S(=O)(=O)c2ccccc2C#N)OCc2cnnn2CCCC1=O	-9	1	5	-22	-6	-22	3	-11	2	-1	-16
O=C(NC(=S)NCCN1CCOCC1)c1ccccc1Cl	-7	22	-21	9	-14	-15	-1	3	-9	-5	-19
O=S(=O)(N1CCCCC1)N1CCN(c2cc(Cl)ccc2Cl)CC1	8	17	-3	13	-6	-17	10	1	-15	-4	-12
Cc1ccccc1NC(=S)Nc1cccc2cnccc12	22	16	7	-21	2	24	-1	3	21	-17	-11
COc1ccccc1C(=O)Nc1ccnn1C1CCN(Cc2ccccc2OCCO)CC1	2	15	-4	16	-9	-12	11	-10	12	2	-31
CC(C)(CNC(=O)c1ccc(Br)o1)N1CCOCC1	15	-6	2	9	-2	0	0	-10	4	-5	-3
C=CCNC(=O)c1ccccc1NC(=O)c1ccccc1N(C)S(C)(=O)=O	-6	5	-4	2	-2	11	0	4	-3	1	2
COc1ccccc1-c1nnc(N(C)C(=O)C2CCCO2)s1 (stereo unspecified)	-8	6	-4	-18	2	2	0	-4	-7	0	-47
CC1CCN(CCCNC(=O)c2cc3c(=O)n(C)c4ccccc4c3n2C)CC1	-34	-3	-15	-55	-6	-40	4	-2	-35	6	-99
FC(F)(F)c1ccccc1NC(=S)N1CCN(Cc2ccc3c(c2)OCO3)CC1	4	-2	0	11	-6	15	-2	-5	18	-1	2
CCC(C)NC(=O)c1ccc2c(Cl)c3c(nc2c1)CCC3 (stereo unspecified)	-62	-68	-96	-48	-11	-6	-3	-7	-114	0	-45
CC(=O)c1cccc(CN2CCC(CO)(CCCc3ccccc3)CC2)c1	13	-1	3	10	-16	5	-3	1	-4	2	-5
CC(=O)c1cccc(NC(=S)N2c3ccccc3CC2C)c1 (stereo unspecified)	0	2	-1	-1	2	-11	-4	-8	6	-4	0
CCOc1cccc2c1OC1(C)CC2NC(=O)N1c1ccc(OC)cc1 (stereo unspecified)	5	-7	2	-8	-13	1	0	-14	13	-3	-21
CC1CCCCC1NC(=O)COc1ccc(C#N)cc1 (stereo unspecified)	4	-2	10	9	6	3	-16	-5	-5	-12	-30

Further structures
SMILES	TROY signal inh	SRC3 inh	NCOA1 inh	NR2F2 inh	NOD2 RIPK2 PPI	TWEAK-Fn14 inh	Exocytosis inh	TLR9-MyD88 block	LRH-1 inv ag	ABHD5 PLIN5 PPI	NCOA2 inhibitor
COC(=O)c1cc(S(=O)(=O)NCCCc2ccco2)c[nH]1	13	0	6	14	2	0	-2	3	10	11	11
O=C(NCC1CCCO1)c1ccccc1OCc1ccc(Cl)cc1 (stereo unspecified)	-11	5	-9	25	-4	2	5	4	-4	1	10
COc1cc(OC)cc(C(=O)Nc2ccccc2S(=O)(=O)N2CCCC2OC(C)=O)c1 (stereo unspecified)	10	-16	-30	3	-13	-15	13	7	-13	-1	-8
CN(Cc1ccccc1F)c1nc(-c2cccs2)nc2ccccc12	9	7	16	7	-1	-5	-3	6	11	-15	17
COc1ccc(NC(=S)NNC(=O)C2CC2c2ccc(C)cc2)cc1 (stereo unspecified)	-11	13	-17	-8	5	-1	-1	-15	-6	-2	-6
CCN(CC)C(=O)C1CCN(C(=O)c2oc3ccc(C)cc3c2C)CC1	-25	-28	18	14	-10	0	0	0	-19	2	-4
O=C(CCCN1C(=O)CCC1=O)Nc1ccc2c(c1)OCO2	-9	10	-5	6	-1	-10	3	-6	3	-3	-17
CC(C)(CO)NCc1c(OCc2ccc(Cl)cc2)ccc2ccccc12	-16	10	15	-2	14	-15	48	6	-2	9	-24
NC(=O)C1=C(N=C2CCCCC2)CCCC1	-12	4	-18	11	4	-10	2	-13	16	-2	-16
CCCn1c(C(O)c2ccc3c(c2)OCO3)nc2ccccc21 (stereo unspecified)	-10	-1	10	-3	-14	-11	-1	-10	3	0	3
CCC(C(=O)NCc1ccncc1)c1ccccc1 (stereo unspecified)	15	8	-25	12	0	15	0	-2	-7	-7	19
Cc1sc(NC(=O)C2CCCCC2C(=O)O)c(C(N)=O)c1-c1ccc(C(C)(C)C)cc1 (stereo unspecified)	12	0	-17	15	-7	-6	-2	-7	-32	-5	0
Cn1cnnc1SCC(=O)Nc1cc(S(=O)(=O)N2CCCCC2)ccc1Cl	-1	17	-10	12	-2	3	-1	1	2	6	-11
Cc1ccc2oc(C(=O)NCCC3CCCCO3)c(C)c2c1 (stereo unspecified)	9	-63	-79	-27	1	32	-9	-6	-139	-7	-24
CC1=NN(C(N)=S)C(=O)C1N=Nc1c(Cl)cc([N+](=O)[O-])cc1Cl (stereo unspecified)	21	-39	-40	9	-5	-19	4	-10	12	3	-13
CC(C)Cn1c(-c2cc([N+](=O)[O-])ccc2Cl)nc2c1c(=O)[nH]c(=O)n2Cc1ccccc1	-3	15	12	-10	7	-24	-10	-2	4	3	-13
C/C(=N\NC(=O)c1cc2ccccc2cc1O)c1ccc(C)o1	12	-15	-14	0	9	27	0	13	3	-5	4
CCOC(=O)C1CCCN(Cc2nc3ccc([N+](=O)[O-])cc3c(=O)n2-c2ccc(OC)cc2OC)C1 (stereo unspecified)	16	13	-65	9	-8	9	-3	-5	2	-7	-27
